# Compound activity from PubChem.
# CRFBP-R2 block – blocks CRF-induced signaling of the CRF-BP/CRF-R2 complex; HEK293 CRF-R2/CRF-BP, CRF-induced calcium fluorescence; AID 588475; inhibition, % at 11.8 µM; 350,000 tested, 0.59% active;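 active = inhibition of the ligand-induced calcium signal above about 50% at the single tested concentration, limit read from the data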
# IDE inh – inhibitors of human insulin-degrading enzyme in cells; inhibition, % at 5.59 µM; 320,000 tested, 0.41% active; HEK cells, FAbetaB cleavage, fluorescence polarization; AID 434962; P14735;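 active = percent inhibition above the average of all tested compounds plus 3 SD, set per screening campaign, cut at about 16% in these data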;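 note: IDE supplied by intact live HEK cells; FP after avidin binding of uncleaved biotin substrate so inhibition keeps polarization high; 0% = DMSO wells and 100% = 60 µM reference IDE inhibitor Ii1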
# pCIP destab – compounds decreasing mouse p/CIP protein stability. Q05BA5. F442A p/CIP-EGFP cells, EGFP fluorescence, 16 h. decrease of EGFP signal, % at 10 µM. 290,000 tested, 0.01% active. AID 1984;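 active = EGFP signal decrease of at least 30% at 10 µM or well 3 SD below plate mean, unless failing retest; inactive = the rest, including hits failing retest or dose response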; note: some compounds called inactive have numbers as strong as hits; many of its hits are not listed in these tables
# UBC9 SUMO inh – blocks human SUMOylation mediated by UBC9; HTRF SUMOylation assay, SAE1/SAE2 + UBC9, in vitro; inhibition, % at 35 µM; 290,000 tested, 0.36% active; AID 2006; in the data active = inhibition above about 50%, passing the limit was not always enough; note: strong numbers were not always called active
# Target sequence (P63279 whole entry, looked up): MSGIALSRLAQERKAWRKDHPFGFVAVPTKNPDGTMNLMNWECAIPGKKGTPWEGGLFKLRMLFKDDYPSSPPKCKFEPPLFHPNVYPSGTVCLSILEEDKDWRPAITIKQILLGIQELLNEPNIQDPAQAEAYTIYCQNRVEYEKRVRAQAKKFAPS
# IMP-1 inhibitor – inhibitors of Pseudomonas aeruginosa IMP-1 metallo-beta-lactamase | purified IMP-1, nitrocefin hydrolysis, epi-absorbance fluorescence | inhibition, % at 5.6 µM | 290,000 tested, 0.45% active | AID 1556;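 active = inhibition above the mean plus 3 SD of all compounds in the same screening run, cut at about 4.5% in these data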;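 note: 0% = IMP-1 with DMSO and 100% = DMSO wells lacking enzyme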
#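 Test system: recombinant IMP-1 enzyme, purified / Medium: HEPES buffer pH 7.1 with ZnSO4 and Brij 35 / Doses: single dose, 5.6 µM / Times: 25 °C, 15 min preincubation, 25 min reaction / Detection: Epi-absorbance via hydrolysed-nitrocefin quenching of white-plate fluorescence, 480/530 nm, EDTA stop / Evaluation: percent inhibition from optical density relative to buffer-blank wells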
# HCV NS3 hel inh – inhibitors of Hepatitis C virus NS3 helicase; inhibition, % at 10.9 µM; 290,000 tested, 0.56% active; NS3 helicase DNA unwinding, Cy5 molecular beacon fluorescence;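 active = inhibition above the mean of all tested compounds plus 3 SD, set per campaign, cut at about 35% in these data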;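 note: 0% = DMSO wells and 100% = thioflavine S control wells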
#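 Assay system – hepatitis C virus NS3 helicase domain fragment enzyme · Buffer or medium – MOPS pH 6.5, MgCl2, DTT, Tween20, BSA · Reagent – Cy5/quencher beacon DNA duplex and ATP to start · Compound – single 10.9 µM dose · Timing – 1 h at 25 °C · Technique – Cy5 beacon fluorescence read at start and 1 h · Measure – % inhibition of unwinding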
# GalR3 antagonist – blocks the human galanin receptor 3; inhibition, % at 3 µM; HEK293 GalR3-CNG cAMP membrane potential fluorescence; galR3 body fused to GalR1 C-terminus; O60755; 360,000 tested, 0.44% active;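 active = inhibition above the screen-wide average plus 3 SD, cut at about 13% in these data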;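 note: forskolin and galanin both at EC90 stimulate the cells; cAMP rise reported by CNG channel membrane potential dye signal; 0% = forskolin plus galanin with DMSO and 100% = forskolin alone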
# Target sequence (O60755 1-299 limits assumed): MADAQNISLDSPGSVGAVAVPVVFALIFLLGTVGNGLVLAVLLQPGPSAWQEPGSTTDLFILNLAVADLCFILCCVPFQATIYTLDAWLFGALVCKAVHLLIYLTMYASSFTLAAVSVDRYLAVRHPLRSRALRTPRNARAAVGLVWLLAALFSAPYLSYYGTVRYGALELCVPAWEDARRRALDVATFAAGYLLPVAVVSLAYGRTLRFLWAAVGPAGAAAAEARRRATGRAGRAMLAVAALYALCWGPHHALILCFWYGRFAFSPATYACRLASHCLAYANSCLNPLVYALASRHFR
# VIM-2 inh – inhibitors of Pseudomonas aeruginosa VIM-2 metallo-beta-lactamase. purified VIM-2, nitrocefin hydrolysis, epi-absorbance fluorescence. inhibition, % at 5.6 µM. 290,000 tested, 0.89% active. AID 1527;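 active = inhibition above the mean of all tested compounds plus 3 SD, cutoff set per screening run, cut at about 7.5% in these data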;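 note: red hydrolysis product quenches plate fluorescence so inhibitors raise well fluorescence; 0% = enzyme with DMSO and 100% = DMSO without enzyme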
# IDE act – IDE (human) activation, cell-based; activation, % at 5.96 µM; P14735; 340,000 tested, 0.073% active; HEK cells, FAbeta-B cleavage, fluorescence polarization; 0% vehicle, 100% cell-free pure enzyme wells;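 active = activation above the mean of all tested compounds plus 3 SD, set per screening campaign, cut at about 17% in these data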
# The depositor's hits bear a star; · = no result given.
SMILES,CRFBP-R2 block,IDE inh,pCIP destab,UBC9 SUMO inh,IMP-1 inhibitor,HCV NS3 hel inh,GalR3 antagonist,VIM-2 inh,IDE act
O=C(O)CN1C(c2ccccc2)=Nc2ccc(Br)cc2C1c1ccccc1 (stereo not given),-5,-5,-17,6,-1.5,4,-6,-0.5,3
CC(=O)NCCc1nc2cc(NC(=O)c3ccc([N+](=O)[O-])cc3)ccc2n1C,9,·,-15,7,-3.9,-4,-3,-4.3,4
CC(C)C(O)P(=O)(OCc1ccccc1)c1ccc(N(C)C)cc1 (stereo not given),-7,0,-4,14,-3.3,3,-5,-0.7,-2
COc1ccc(CCn2nnnc2C(c2ccc(Cl)cc2)N2CCN(C)CC2)cc1OC (stereo not given),2,1,-10,26,-0.5,-7,-2,-2.1,3
COc1ccccc1NC(=O)CCNS(=O)(=O)c1ccc2c(c1)CCN2C(C)=O,-1,-3,8,-4,-2.4,5,1,0.1,2
C=CCOc1ccc(/C=C2\SC(=S)N(CCC(=O)O)C2=O)cc1,54*,2,-11,15,0.5,28,-3,0.5,2
CNC(=O)Cn1nc(-c2ccc(Cl)cc2)c2ccccc2c1=O,-29,3,3,-2,-1.9,3,·,-1.9,6
CS(=O)(=O)O/N=C1\CCCCC1c1ccc([N+](=O)[O-])cc1[N+](=O)[O-] (stereo not given),6,-3,-8,16,-2.7,8,-7,1.6,2
CC(C)(C)C(=O)Nc1cc(S(=O)(=O)N2CCCCC2)ccc1N1CCCCC1,-24,1,-5,-1,-1.2,-19,-2,-1.9,1
Cc1ccc(S(=O)(=O)Nc2c(O)c3ccccc3oc2=O)cc1,-7,0,-10,7,-1.4,7,2,2.3,-2
Cc1cc(CC(C)C)n(-c2nc3ccccc3c(=O)n2OCC(=O)N(C)C)n1,6,-2,2,1,-4.1,5,-3,-5.6,5
O=C(NCc1ccco1)c1sc2ccccc2c1Cl,-1,7,-6,18,-3.8,7,-3,-2.9,-1
COC(=O)C1=C(C)NC(C)=C(C(=O)OC)C1c1ccc(OC(=O)c2ccco2)cc1,13,2,0,7,-4.2,-8,-1,-1.4,-5
CSCCCNC(=S)N1CCN(c2ccc(C(C)=O)cc2)CC1,19,2,-8,2,-2.0,-1,-5,-0.1,3
COc1ccc(C(=O)C2CCCN(C(=O)Cn3ccc(C)n3)C2)cc1OC (stereo not given),13,0,-10,-4,-2.0,-3,-1,-1.8,2
COC(=O)C1=C(C)N(CCCC(=O)O)C(=O)NC1c1ccccc1OS(=O)(=O)c1ccccc1[N+](=O)[O-] (stereo not given),6,3,·,·,·,·,-3,·,-1
O=C(CN1C(=O)c2ccccc2C1=O)N(CCO)Cc1ccccc1,5,·,36,4,-1.6,7,-12,2.4,3
CC(C)Oc1ccc(CC(=O)NNC(=S)Nc2ccccc2)cc1,10,2,3,-12,-1.6,-2,4,-0.5,0
COc1ccc2sc(NC(=O)NC(=O)c3c(Cl)cccc3Cl)nc2c1,-36,-1,3,-1,0.3,-10,2,-0.9,4
Nc1nc2nc(-c3ccccc3)cc(=O)n2[nH]1,-1,4,-8,1,-2.0,0,0,-2.2,5
CCCc1cc(=O)[nH]c(SCC(=O)Nc2ccc(N3CCCCC3)cc2)n1,-15,-3,·,·,·,·,-6,·,5
O=C(CN(Cc1ccccc1)C(=O)CNS(=O)(=O)c1ccccc1)NCC1CCCO1 (stereo not given),-5,4,-5,5,-0.3,7,-6,0.2,1
Cc1nc(N2CCN(C)CC2)c2cc(-c3ccccc3)sc2n1,-9,-2,-17,-9,0.6,-1,-2,5.1,4
Cc1nc2ncnn2c(C)c1CCC(=O)N1CCc2ccccc2C1,-1,9,-4,25,-1.4,-6,-3,-3.0,1
Cn1c(N)c(C(=O)COC(=O)C2=NNC(=O)CC2)c(=O)n(C)c1=O,-13,-2,-3,13,-2.5,4,-3,-4.0,1
Cc1[nH]c2ccccc2c1SCc1ccccc1,14,2,-10,-5,-5.1,-5,·,-5.1,1
COC(=O)NNC(=O)c1ccc(C(C)(C)C)cc1,-4,2,-26,1,-1.6,-6,-2,-1.9,0
O=C(NCCSc1ccccn1)c1ccc(Cl)cc1,-10,-1,-3,5,-1.7,6,-1,-2.2,-2
COc1cccc(NC(=O)CSc2nnc(CNC(=O)c3ccccc3F)o2)c1,-6,0,-2,2,-1.6,5,-10,-2.6,2
CC(=O)N1CCOc2ccc(S(=O)(=O)NCc3ccc(C)cc3)cc21,1,1,-1,0,-1.2,1,-4,-2.7,2
COc1ccc(C(C)NC(=O)c2ccoc2C)cc1OC (stereo not given),13,-2,-10,-3,-6.0,0,-6,-1.6,-1
O=c1c2c3c(sc2nc2n1CCCS2)CCCC3,-6,4,-2,16,-2.8,-11,4,0.0,-6
Cc1cc(C(=O)NNC(=O)c2ccc(Cl)c(S(N)(=O)=O)c2)c(C)o1,-3,-1,·,·,·,·,-6,·,5
CCCc1nn(-c2cc(Cl)ccc2OC)c2c1C(=O)CCC2,9,-1,-5,17,-4.6,5,0,0.2,-3
CSCC[C@H](NC(=O)OC(C)(C)C)c1nnc(SCC=C(C)C)o1,-1,1,-9,28,-4.3,-2,-2,-3.2,3
COc1ccc(C(CNC(=O)COc2ccccc2)N2CCOCC2)cc1 (stereo not given),9,2,·,·,·,·,-2,·,1
Cc1ccc2c(Cl)cc(Cl)c(OCC(=O)NCc3ccco3)c2n1,·,·,-1,54*,-2.4,23,·,3.0,·
COc1cccc(CN2CCNC(=O)C2CC(=O)NC2CCCCC2)c1OC (stereo not given),2,2,-1,-8,0.0,-4,-10,-4.1,-3
Cc1ccc(NC(=O)C(OC(=O)c2ccc(C=O)cc2)c2ccccc2)cc1Cl (stereo not given),-76,8,-12,-5,-3.5,-2,·,-3.6,0
COc1cc(/C=C2/NC(=O)N(Cc3ccccc3F)C2=O)ccc1Oc1ccc([N+](=O)[O-])cn1,-22,-1,7,5,-2.4,-1,-4,2.5,2
CC1CCCCC12NC(=O)N(Cc1cc(=O)n3ccsc3n1)C2=O (stereo not given),5,5,-10,13,-2.2,0,0,-1.3,3
CC(C)COc1ccc(C(=O)OC2CC(C)(C)OCC2CN(C)C)cc1 (stereo not given),-24,1,0,0,-3.4,-70,1,-3.0,2
O=[N+]([O-])c1ccc(S(=O)(=O)N(CC(O)CN2CCCCC2)c2ccccc2)cc1 (stereo not given),3,-1,6,-2,-2.6,-19,-10,-2.1,2
CCN(CC)CC#CCC(C)(c1ccccc1)c1ccccc1,-52,2,3,26,0.7,-49,-9,-0.5,2
COCCn1nnnc1CN1CCC(NC(=O)Nc2cccc(OC)c2)CC1,7,-2,-14,26,-3.6,2,3,-1.5,3
CCCCN(Cc1ccccc1)S(=O)(=O)c1ccc2c(c1)n(C)c(=O)c(=O)n2C,4,-1,-26,8,-2.7,1,-3,-0.4,1
COCCc1ncc(CN2CCC(C(=O)Nc3ccc(-n4cccn4)cc3)CC2)cn1,16,·,-18,11,-3.4,-1,-4,-0.1,5
CC1(C)Cc2ccccc2C(NNC(=O)c2cccnc2)=N1,15,5,3,0,-2.9,11,-1,0.0,-3
O=C(NC(CO)c1ccccc1)c1ccco1 (stereo not given),-6,3,2,20,3.7,-10,-2,-4.2,1
Cc1ccc(C)c(NC(=O)CN(C)C(=O)c2ccc(-c3cccc(C(F)(F)F)c3)o2)c1,-41,-2,·,·,·,·,-1,·,4
Cc1ccc(C(=O)C(NC(=O)c2ccco2)N2CCOCC2)cc1 (stereo not given),10,6,4,22,-2.8,5,-10,-1.1,-3
COc1ccc(CCNC(=O)CSc2nncn2N)cc1OC,21,1,-12,15,-0.7,-10,-14,0.2,5
Cc1cccn2c(CN(C)CCC3CCCCO3)c(C(=O)N3CCCCC3)nc12 (stereo not given),-9,-4,-4,19,0.4,7,-5,1.4,2
NC(N)=NN=C1CCCCCCCCCCC1,-7,-4,-32,-16,-3.3,-47,-3,-2.3,5
CC(C)(C)C1CCc2c(sc(NC(=O)C3CCCO3)c2C(N)=O)C1 (stereo not given),-24,-1,-9,4,-1.1,1,-2,1.5,-2
Cc1cccc(C(=O)Nc2ccc(C(=O)N3CCCCC3C)cc2)c1 (stereo not given),2,4,-7,13,-3.9,11,0,-2.5,0
COc1ccc2[nH]c(=O)c(CN(CC3CCCO3)S(=O)(=O)c3ccccc3)cc2c1 (stereo not given),-25,3,-10,14,-1.9,-2,-4,-0.2,2
O=C(NCCNc1ccc([N+](=O)[O-])cc1)c1ccco1,4,-1,-11,1,-3.3,3,-6,-2.3,4
COC(=O)Cn1c(=NC(=O)c2ccc([N+](=O)[O-])s2)sc2cc(Br)ccc21,·,-3,1,6,-2.5,11,·,0.6,·
CC(C(=O)Nc1ccccn1)(c1ccccc1)c1ccccc1,20,·,-4,3,0.4,8,-3,2.1,0

# Part of the list above with just CRFBP-R2 block and pCIP destab:
canonical_smiles	CRFBP-R2 block	pCIP destab
COc1ccc(CCNC(=O)CSc2nncn2N)cc1OC	21	-12
Cc1cccn2c(CN(C)CCC3CCCCO3)c(C(=O)N3CCCCC3)nc12 (stereo not given)	-9	-4

# The results go on:
SMILES,CRFBP-R2 block,IDE inh,pCIP destab,UBC9 SUMO inh,IMP-1 inhibitor,HCV NS3 hel inh,GalR3 antagonist,VIM-2 inh,IDE act
Cc1nc2ncnn2c(C)c1CCC(=O)NC(C)c1ccc2c(c1)OCCO2 (stereo not given),6,-7,-2,20,-0.4,5,-4,-0.3,4
Cc1ccc(NNC(=O)c2cccs2)cc1Cl,-12,4,-2,2,-2.1,-4,-2,-0.9,7
O=C(N/N=C\c1cn(-c2ccccc2)nc1-c1ccccc1)c1ccc(Br)o1,-6,2,-8,4,-1.6,-5,-3,-7.3,5
O=C(Nc1cccc2c1CCCC2)c1ccc(Br)o1,6,7,-7,17,-4.6,1,-6,-2.8,-2
CCOC(=O)CSC1=C(C#N)C(c2sccc2C)CC(=O)N1 (stereo not given),7,2,5,-3,-0.2,-6,-5,0.4,-7
CC(C)(C)NC(=O)NC(=O)COC(=O)C1(C)CC1(Cl)Cl (stereo not given),-5,-2,-7,-9,-1.0,-3,-1,-2.1,1
COc1ccccc1NC(=O)CSc1nc(N)cc(N)n1,-8,-4,-17,15,-4.0,1,-3,-1.8,0
